# KCNQ1 block – inhibitors of human KCNQ1 potassium channel | CHO-K1 KCNQ1, FluxOR thallium flux fluorescence; stronger effect = higher value | B-score at 10 µM | P51787 | 310,000 tested, 1.3% active;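 active means compounds whose thallium flux B-score, printed positive for inhibition, exceeds three library SD while starting fluorescence stays within three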;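 further: channel opened by potassium depolarization with thallium stimulus after 20 min compound exposure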
# Target sequence (P51787 whole entry, looked up): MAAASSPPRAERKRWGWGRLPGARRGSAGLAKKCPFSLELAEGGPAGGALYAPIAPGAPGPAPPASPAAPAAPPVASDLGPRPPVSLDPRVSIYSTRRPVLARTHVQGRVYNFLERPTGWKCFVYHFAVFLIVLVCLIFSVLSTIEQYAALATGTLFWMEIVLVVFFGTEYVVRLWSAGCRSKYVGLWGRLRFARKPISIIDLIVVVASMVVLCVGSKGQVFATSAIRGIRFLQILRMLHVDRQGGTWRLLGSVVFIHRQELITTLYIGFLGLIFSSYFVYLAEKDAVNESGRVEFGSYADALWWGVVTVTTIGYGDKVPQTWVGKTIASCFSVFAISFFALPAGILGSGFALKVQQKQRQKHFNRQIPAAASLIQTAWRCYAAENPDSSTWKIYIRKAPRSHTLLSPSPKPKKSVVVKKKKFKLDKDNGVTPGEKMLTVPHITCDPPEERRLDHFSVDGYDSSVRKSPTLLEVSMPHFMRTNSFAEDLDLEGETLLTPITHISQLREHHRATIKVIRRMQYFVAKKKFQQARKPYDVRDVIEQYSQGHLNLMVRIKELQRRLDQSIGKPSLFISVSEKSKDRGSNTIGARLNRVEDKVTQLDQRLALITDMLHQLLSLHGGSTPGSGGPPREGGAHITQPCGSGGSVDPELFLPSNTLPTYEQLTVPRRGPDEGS
# Platelet DG rel – platelet dense granule release activity | human platelet-rich plasma, SFLLRN dense granule ATP release, luminescence | inhibition, %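 (compounds screened at 7.5 µM in platelet-rich plasma)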 | 300,000 tested, 0.22% active | AID 1663;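 active means mean replicate score, as percent of positive control, at or above 50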
# hERG protect – compounds protecting human hERG from proarrhythmic drug block; 310,000 tested, 0.51% active; Q12809; activation (rescue from dofetilide block), less the hit threshold, % at 10 µM; CHO-hERG, FluxOR thallium flux, dofetilide IC70 present;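 active means activation above the mean of controls blocked by dofetilide plus 5 SD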;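 further: thallium influx through hERG after potassium depolarization seen as dye fluorescence rise; in these data hits start at about 4.7%; inactives centre near -7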
# DYRK1A inh – inhibitors of rat Dyrk1A kinase; Q63470; ADP-Glo luminescence, NFATc1 peptide; inhibition, % at 12.5 µM; 310,000 tested, 0.43% active; in the data active means inhibition above about 50%;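 further: plate controls were vehicle with enzyme for no effect and no enzyme for full effect; many of its hits are not listed in these tables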
# TRPC4 agonist – opens the mouse TRPC4 cation channel | AID 2237 | HEK293 TRPC4beta/mu-opioid, Fluo4 calcium fluorescence; stronger effect = higher value | 310,000 tested, 0.49% active | B-score at 10 µM;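 active means B-score above 5 SD of library B-scores, and initial fluorescence ratio not above library mean plus 5 SD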;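 further: positive B-score marks a calcium rise read as TRPC4 activation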
#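 system = HEK293 cells stably co-expressing mouse TRPC4beta and mu-opioid receptor | schedule = Fluo4 dye loading 45 min at room temperature, 110 s recording | measure = B-scored integrated calcium fluorescence ratio | signal = Fluo4 calcium-sensitive dye fluorescence, kinetic, 1 Hz baseline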
# TRPC4 potent – allosteric potentiators of mouse TRPC4 channel | 310,000 tested, 0.42% active | B-score at 10 µM | HEK293 TRPC4beta/mu-opioid, DAMGO EC20, Fluo-4 Ca2+ flux; stronger effect = higher value | AID 2227 | Q9QUQ5;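 active means B-score of calcium response area above 5 SD of library B-scores, with initial fluorescence ratio within 5 SD of library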;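 further: B-score of integrated fluorescence ratio over time as area under calcium response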
# PolyA inhibitor – yeast polyadenylation inhibition; S. cerevisiae SKY197-pL101 polyadenylation reporter, beta-gal luminescence; efflux-impaired pdr1/pdr3 knockout yeast; score 100 = 6 SD above DMSO; 300,000 tested, 0.02% active; calls only at 12 µM;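 active means lowest replicate activity score at least 50, where 100 means six control SD above control mean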;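 further: yeast exposed to compound for 9 h at 30 °C; higher score means more reporter readthrough which indicates perturbed polyadenylation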
# KCNQ1 pot – potentiators or activators of human KCNQ1 potassium channel. 310,000 tested, 0.35% active. P51787. B-score at 10 µM. CHO-K1 KCNQ1, thallium flux FluxOR fluorescence; stronger effect = higher value. AID 2648;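 active means fluorescence ratio B-score, a plate-corrected score, at least three library SD, with initial intensity B-score within 5 SD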
#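 Test system: CHO-K1 cells stably expressing KCNQ1 / Medium: assay buffer / Also added: depolarizing K+/Tl+ stimulus, K2SO4 and Tl2SO4 each 12.5 mM in 5x stock / Incubation: 90 min dye loading and 20 min compound exposure, both at room temperature / Signal: thallium influx via FluxOR fluorescence, kinetic imaging / Evaluation: B score of baseline-normalized fluorescence ratio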
# TRPC4 inh – blocks the mouse TRPC4 cation channel. Q9QUQ5. HEK293 TRPC4beta/mu-opioid, DAMGO-evoked Fluo4 calcium flux; stronger effect = lower value. B-score at 10 µM. 300,000 tested, 0.39% active;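 active means B-score over 3 SD under the library average, no early fluorescence shift, positive overall ratio signal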
#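 Material: HEK293 cells with stable TRPC4beta plus mu-opioid receptor expression / Probe or stimulus: DAMGO in two steps, submaximal then maximal / Compound: single concentration per test compound / Technique: kinetic Fluo4 fluorescence imaging of calcium influx / Read-out: per-well B score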
# KCNK3 block – human KCNK3 channel inhibition, primary screen; O14649; CHO-KCNK3 thallium flux, FluxOR fluorescence; stronger effect = lower value; B-score at 10 µM; 340,000 tested, 0.84% active; AID 602410;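 active means B-score under library mean minus 4 SD, starting fluorescence ratio at most library mean plus 5 SD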;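 further: more negative B-score means stronger inhibition of thallium flux through KCNK3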
# KCNK9 inh – inhibitors of human KCNK9 two-pore domain potassium channel; Q9NPC2; HEK293 KCNK9, FluxOR thallium flux fluorescence; stronger effect = lower value; B-score at 10 µM; 310,000 tested, 1.2% active;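 active means ratio B-score over 3 SD below the library mean, with starting fluorescence within 5 SD of its mean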;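 further: negative B-score means less thallium flux so channel inhibition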
# Target sequence (Q9NPC2 whole entry, looked up, the tested form may be a part): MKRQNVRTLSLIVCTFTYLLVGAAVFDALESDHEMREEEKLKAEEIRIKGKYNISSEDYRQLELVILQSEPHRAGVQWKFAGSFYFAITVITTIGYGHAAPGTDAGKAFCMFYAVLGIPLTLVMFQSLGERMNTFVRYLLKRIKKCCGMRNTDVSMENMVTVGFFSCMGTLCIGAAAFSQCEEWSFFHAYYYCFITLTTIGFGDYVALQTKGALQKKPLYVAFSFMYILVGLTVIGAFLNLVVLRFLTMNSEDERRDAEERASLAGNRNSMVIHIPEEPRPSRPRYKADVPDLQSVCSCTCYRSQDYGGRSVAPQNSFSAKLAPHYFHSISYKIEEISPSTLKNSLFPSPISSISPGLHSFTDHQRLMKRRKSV
# Numbers without * were called inactive; i = inactive; . = not tested or not shown.
# Order of results – KCNQ1 block, Platelet DG rel, hERG protect, DYRK1A inh, TRPC4 agonist, TRPC4 potent, PolyA inhibitor, KCNQ1 pot, TRPC4 inh, KCNK3 block, KCNK9 inh
> COP(=O)(OC)c1nc(-c2ccc(C)cc2)oc1N1CCCCC1
    i, 3, -1, 0, i, i, i, i, i, i, i
> CC(=O)Nc1cccc(OCC(=O)Nc2ccc(F)cc2)c1
    i, -1, -14, 2, i, i, i, i, i, i, i
> COCCn1c(SCC(=O)Nc2ccc(S(N)(=O)=O)cc2)nc2ccccc21
    i, 5, -9, -7, i, i, i, i, i, i, i
> O=C(CSc1nnc2c(n1)[nH]c1ccc(S(=O)(=O)N3CCOCC3)cc12)Nc1ccc(F)c(F)c1
    i, 0, -19, -1, i, i, i, i, i, i, i
> COc1ccc(NC(=O)CCNC(C)=O)cc1NS(=O)(=O)c1ccc(F)cc1
    i, 7, -8, -8, i, i, i, i, i, i, i
> CSCSC1=C(C#N)C(c2ccccc2Cl)C(C(C)=O)=C(C)N1 (configuration not stated)
    i, -4, -4, ., i, i, i, i, i, i, i
> COc1ccc(/C=C/C(=O)NC(CCSC)C(=O)O)cc1 (configuration not stated)
    i, -3, -18, 3, i, i, i, i, i, i, i
> CCn1cc(C2N3CC4(C)CN2CC(C)(C3)C4=O)c2ccccc21 (configuration not stated)
    i, 11, -16, 3, i, i, i, i, i, i, i
> Cc1ccccc1NC(=O)CCN1CCCC1
    i, -6, -2, 2, i, i, i, i, i, i, i
> Cc1cc(NC(=O)c2ccc(Cl)c(S(=O)(=O)N3CCOCC3)c2)no1
    i, -3, -7, 2, i, i, i, i, i, i, i
> Cn1cnc([N+](=O)[O-])c1SCCO
    i, -11, -2, -3, i, i, i, i, i, i, i
> CCOc1ncccc1C(=O)Nc1ccc(Cl)c(S(=O)(=O)N2CCCC2)c1
    i, 0, -3, ., i, i, i, i, i, i, i
> CC(NC(=O)c1ccco1)C1COc2ccccc2O1 (configuration not stated)
    i, -17, -7, 1, i, i, i, i, i, i, i
> Cn1c(=O)c2c(nc(CN3CCN(C(=O)c4ccco4)CC3)n2CC(=O)C(C)(C)C)n(C)c1=O
    i, 2, -7, ., i, i, i, i, i, i, i
> CCCc1nnc(NC(=O)CCC(=O)NC2CCCC2)s1
    i, -7, -4, 5, i, i, i, i, i, i, i
> Cc1c(CCOC(=O)c2ccc([N+](=O)[O-])cc2)sc[n+]1CC(=O)c1ccccc1
    i, 3, -11, 2, i, i, i, i, -6*, i, i
> O=C(CCC(=O)Nc1ccc(Br)cc1)N/N=C/c1ccc(O)cc1
    i, -13, -8, 1, i, i, i, i, i, i, i
> COc1ccccc1NC(=S)N(Cc1ccc(C)cc1)Cc1ccccn1
    i, 1, -10, ., i, i, i, i, i, i, i
> Cc1ccccc1C(=O)NC(=S)NC1CCS(=O)(=O)C1 (configuration not stated)
    i, 5, 1, -5, i, i, ., i, i, i, i
> Clc1ccccc1CSc1nnc(-c2ccncc2)o1
    i, -2, -14, 30, i, i, i, i, i, i, i
> COc1ccc(C(CC(=O)N2CCCC2)c2c(O)cc(OC)cc2OC)cc1 (configuration not stated)
    i, 9, -8, 12, i, i, i, i, i, i, i
> CCC(C)NC(=O)C1CCC(=O)N(c2cc(OC)c(OC)c(OC)c2)C1c1ccc(OC)cc1 (configuration not stated)
    i, -3, -13, 0, i, i, i, i, i, i, i
> COc1ccccc1CC(=O)N(CCC1=CCCCC1)c1c(N)n(Cc2ccccc2)c(=O)[nH]c1=O
    i, 13, -3, 7, i, i, i, i, i, i, i
> CC(C)Nc1ccc(Cl)cc1[N+](=O)[O-]
    i, -7, -6, ., i, i, i, i, i, ., i
> Cc1cccc(Nc2cc(=O)n(C)c(=O)[nH]2)c1
    i, 6, -6, -1, i, i, i, i, i, i, i
> O=C(O)c1cccc(NC(=O)c2cn(-c3ccccc3)nc2-c2ccc(F)cc2)c1
    i, -1, -12, 13, i, i, i, i, i, i, i
> N#Cc1ccc(COn2nnc3ccccc32)cc1
    i, 3, -7, 2, i, i, i, i, i, i, i
> Cc1ccc(Nc2nc3c([nH]2)c(=O)n(C)c(=O)n3C)cc1
    i, 1, -5, 6, i, i, i, i, i, i, i
> O=C(O)C1C2CCC(O2)C1C(=O)NCc1ccncc1 (configuration not stated)
    i, -1, -4, 5, i, i, i, i, i, i, i
> Cc1cccc(OCC(=O)Nc2sc3c(c2C#N)CCC3)c1
    i, 4, -10, -5, i, i, i, i, i, i, i

# The closing two entries of the part before lead into the next.
# Order of results – KCNQ1 block, Platelet DG rel, hERG protect, DYRK1A inh, TRPC4 agonist, TRPC4 potent, PolyA inhibitor, KCNQ1 pot, TRPC4 inh, KCNK3 block, KCNK9 inh
> O=C(O)C1C2CCC(O2)C1C(=O)NCc1ccncc1 (configuration not stated)
    i, -1, -4, 5, i, i, i, i, i, i, i
> Cc1cccc(OCC(=O)Nc2sc3c(c2C#N)CCC3)c1
    i, 4, -10, -5, i, i, i, i, i, i, i
> O=C(COc1cccc2ccccc12)N1CCN(c2ccccc2)CC1
    i, 9, -7, -12, i, i, i, i, i, i, i
> Cc1nnc(NC(=O)C2CCCN(c3ncccn3)C2)s1 (configuration not stated)
    i, -8, -9, -4, i, i, ., i, i, i, i
> CCN1CCN(c2sc(S(C)(=O)=O)nc2S(=O)(=O)c2ccc(C)cc2)CC1
    i, 5, -9, 0, i, i, i, i, i, i, i
> CCCn1cnc2cc(NCc3ccccn3)ccc21
    i, 12, -12, 6, i, i, ., i, i, i, i
> COC(=O)CCCCC1SCC(NC(=O)c2ccccc2)C1=O (configuration not stated)
    i, -3, -14, 2, i, i, i, i, i, i, i
> c1coc(CNC2C3CC4CC(C3)CC2C4)c1 (configuration not stated)
    i, 4, -14, -5, i, i, i, i, i, i, i
> O=C(NCc1ccc2c(c1)OCO2)NC1CCCCC1
    i, 1, -6, 6, i, i, i, i, i, i, i
> CC(N=C1NS(=O)(=O)c2ccccc21)C(=O)NCCCc1ccccc1 (configuration not stated)
    i, 1, -12, 0, i, i, i, i, i, i, i
> CCS(=O)(=O)Nc1cccc(C2=NN(S(=O)(=O)c3ccc(C)cc3)C(c3cccs3)C2)c1 (configuration not stated)
    i, 2, -10, -8, i, i, i, i, i, i, i
> Cc1c(Cl)cccc1NC(=O)C1Cc2ccccc2CN1C(=O)c1ccccc1 (configuration not stated)
    i, 3, -8, -7, i, i, i, i, i, i, i
> Cn1nc(C(=O)Nc2ccccc2Cl)cc1C(=O)Nc1ccccc1Cl
    i, -12, -8, 6, i, i, i, i, i, i, i
> CCc1nc(C)ccc1OCC(=O)N(CC)CC
    i, 3, -2, 8, i, i, i, i, i, i, i
> COCCC(=O)Nc1c(-c2ccccc2)c2cc(Br)ccc2[nH]c1=O
    i, 7, -6, 10, i, i, i, i, i, i, i
> Cc1nc(C(=O)Nc2ccccc2)sc1C1(C)CC(c2cccc([N+](=O)[O-])c2)=NO1 (configuration not stated)
    i, -3, -9, 1, i, i, i, i, i, i, i
> c1cncc(-c2noc(-c3cccc4ccccc34)n2)c1
    i, -1, -10, -1, i, i, i, i, i, i, i
> O=C(NC1CCC(O)CC1)c1ccccc1OCc1ccc(F)cc1 (configuration not stated)
    i, 1, -17, -2, i, i, i, i, i, i, i
> COc1ccc(-c2cc(-c3c(O)c(OC)c4occc4c3OC)[nH]n2)cc1
    i, 2, -12, 0, i, i, i, i, i, i, i
> O=c1c2cc(O)c(O)cc2oc2cc(O)c(C3OC(CO)C(O)C(O)C3O)c(O)c12 (configuration not stated)
    i, 1, -5, 0, i, i, i, i, i, i, i
> COCCCn1[nH]c2c3c(ccc2c1=O)C(=O)c1ccccc1C3=O
    i, -1, -2, 8, i, i, i, i, i, i, i
> CC(C)(C)CC(=O)NC(=S)NCc1ccco1
    i, -15, -9, -5, i, i, i, i, i, i, i
> CCn1ncc(-c2ccnc3cc(C(=O)O)nn23)c1C
    i, -2, -3, 1, i, i, i, i, i, i, i
> COc1ccccc1OCCCC(=O)Nc1ccc(N2CCOCC2)cc1
    i, -2, -4, -3, i, i, i, i, i, i, i
> COc1cccc(/C=C2/Sc3ccc(C(=O)NCCCN4CCCC4)cc3NC2=O)c1
    i, 18, -28, 20, i, i, i, i, i, i, i
> Cc1ccnc(N2CCC(C(=O)NCc3ccc(F)cc3)CC2)n1
    i, 13, -8, -4, i, i, i, i, i, i, i
> CCc1ccccc1NC(=O)N1C2CCCC1CC(NC(=O)C(C)(C)C)C2 (configuration not stated)
    i, 14, -5, 0, i, i, i, i, i, i, i
> O=C(CSc1nnc(NC(=O)c2ccco2)s1)NC1CCCC1
    i, 2, -18, -10, i, i, i, i, i, i, i
> Cc1cccnc1NC(=O)C1CCCN1S(=O)(=O)c1ccc(Cl)cc1 (configuration not stated)
    i, -1, -8, 8, i, i, i, i, i, i, i
> COc1ccccc1CNC(=O)COC(=O)Cc1c(Cl)cccc1Cl
    i, 1, -5, 14, i, i, i, i, i, i, i
> O=C(Cn1c2c(sc1=O)C1c3ccccc3OCC1CS2)Nc1ccc(Cl)c(Cl)c1 (configuration not stated)
    i, -10, -7, -2, i, i, i, i, i, i, i
> CCNC(=O)CCn1nc(-c2ccc(C)cc2)c2ccccc2c1=O
    i, 2, -6, 3, i, i, i, i, i, i, i
> N#Cc1cc2ccccc2nc1SCc1ccccn1
    i, -8, -8, 23, i, i, ., i, i, i, i
> Oc1cnc2ccccc2c1CN1CCOCC1
    i, 1, -2, 9, i, i, i, i, i, -8.9*, i
> O=C(CNc1cccc2ccccc12)N/N=C/c1cccc(Oc2ccccc2)c1
    i, 3, 0, -68, i, i, i, i, i, i, i
> CCN(C(=O)c1cc(Cl)ccc1OC)c1ccccc1C
    i, -1, -6, 5, i, i, i, i, i, i, i
> CCC(C)NC(=O)C1CCN(S(=O)(=O)c2ccc3nc4c(c(C(=O)O)c3c2)CCCCC4)CC1 (configuration not stated)
    i, -3, -6, 1, i, i, i, i, i, i, i
> O=C(Cc1ccccc1)c1c[nH]c(C(=O)C(Cl)(Cl)Cl)c1
    i, -2, -6, 5, i, i, i, i, i, i, i
> CC(C)(C)c1ccc(C(=O)NNC(=O)Cc2cccc3ccccc23)cc1
    i, 8, 0, -1, i, i, i, i, i, i, i

# Bioassay records (PubChem)

# An excerpt; the hit share may differ from the screen's.
